# High-throughput results (PubChem BioAssay)
# HT1080-NT tox = qHTS for induction of synthetic lethality in tumor cells producing 2HG: qHTS for the HT-1080-NT fibrosarcoma cell line. Potency, µM (doses to about 46.1 µM), for inactives: at the highest dose activity, negative = less viability, most hits filed as cytotoxic. 360,000 compounds, 1.6% hits. HT-1080-NT fibrosarcoma viability, CellTiter-Glo ATP luminescence, 48 h. AID 686970, 2013;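 further: NT is the 2HG producing partner of a matched IDH1 knockdown line; potency means the concentration at half of the fitted maximal effect; 0% = DMSO-treated cells and -100% = media-only wells without cells; nearly all actives have a fitted effect of over 55% in size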
#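 Toxicity toward the 2HG-producing NT line was scored as %Activity, normalised to DMSO and no-cell wells, from CellTiter-Glo luminescence after 48 hours' treatment.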
# KB-3-1 tox = qHTS assay for MDR1-selective chemotherapeutics: Primary screen using the parental adenocarcinoma cell KB-3-1; KB-3-1 viability, CellTiter-Glo ATP luminescence, 72 h; Potency, µM (highest dose often 46.1 µM), for inactives: at the highest dose activity change, negative = cytotoxic, most hits filed as cytotoxic; 400,000 compounds, 1.4% hits; AID 1347075, 2019; further: potency means the concentration at half of the fitted maximal effect; on the % scale 0 is the no-effect control and ±100 the full control effect; nearly all actives have a fitted effect of over 60% in size
#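 Here the drug-naive KB-3-1 line serves as comparator for MDR sub-line selectivity; cells received compound titrations, 72 h at 37 °C, then CellTiter-Glo readout.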
# SW480 rerep = A quantitative high throughput screen for small molecules that induce DNA re-replication in SW480 colon adenocarcinoma cells; Potency, µM (highest dose often 46.1 µM), for the others: top-dose re-replication activation, usual class: activators; 340,000 compounds, 1.8% hits; SW480 DNA re-replication, Hoechst DNA content imaging, 48 h; further: potency means the concentration at half of the fitted maximal effect; % of control where 0% means no effect; nearly all actives have a fitted effect of over 55% in size
#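 Image-based read-out: total Hoechst fluorescence of nuclei (405 nm excitation, 500-530 nm emission), with hits raising the fraction of high-intensity nuclei. SW480 colon cells incubated 48 hr with compounds at 37 C.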
# IL1B secr inh = qHTS for Inhibitors of Inflammasome Signaling: IL-1-beta AlphaLISA Primary Screen | activity change, % at 57.5 µM | AID 743279, 2014 | 360,000 compounds, 4.7% hits | THP-1 LPS/ATP IL-1B secretion, AlphaLISA, 16 h; active compounds read low; in the data active means activity change below about -50%; inconclusive means mostly about -30% to -49%; further: on the % scale 0 is the no-effect control and ±100 the full control effect
#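 Secreted IL-1B measured by AlphaLISA bead assay after 16 h compound exposure of THP-1 cells; compounds (final up to 57.5 uM) added 1 h before LPS (250 ng/mL) and ATP (1.25 mM) stimulation; lower signal means less secretion.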
# HepG2 viability = qHTS for Inhibitors of TGF-b: Cytotox Counterscreen; HepG2 CAGA-GFP viability, ATP luminescence, 18 h; Potency, µM (highest dose often 46.1 µM), inactives show top-dose activity change, negative = cytotoxicity, most hits filed as cytotoxic; 410,000 compounds, 0.76% hits; further: potency means the concentration at half of the fitted maximal effect; some results filed as inactive show a strong effect at the top dose
#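 CellTiter-Glo luminescence gave cytotoxicity after 18 hours at 37 degrees C. The cells were HepG2 CAGA-GFP in 1% FBS DMEM, stimulated with 500 pg/mL TGF-beta after compound addition. %Activity was normalised to no-cell wells (complete cell-killing) and DMSO (no toxicity), and curves were fitted and classified.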
# ATXN2 expr inh = Primary qHTS for Inhibitors of ATXN expression; HEK-293 ATXN2-luciferase reporter, luminescence, 24 h; Potency, µM (titrated, usually from 57 µM), without a hit: at the top dose activity change, negative = inhibition, usual class: inhibitors; 360,000 compounds, 0.72% hits; AID 1745845, 2022; further: potency means the concentration at half of the fitted maximal effect; on the % scale 0 is the no-effect control and ±100 the full control effect; nearly all actives have a fitted effect of over 55% in size
#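 ATXN2-luciferase reporter cells (luciferase flanked by upstream and downstream ATXN2 gene portions) were treated 24 h at 37 °C with compounds at up to 57 uM. SteadyGlo luminescence gave expression; GF-AFC fluorescence gave viability.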
# MCF10A rerep = A quantitative high throughput screen for small molecules that induce DNA re-replication in MCF 10a normal breast cells. MCF 10A DNA re-replication, Hoechst nuclear intensity, 48 h. Potency, µM (series often up to 46.1 µM), for the others: at the highest dose activity, positive = re-replication, most hits filed as activators. 350,000 compounds, 2.9% hits. AID 624296, 2012; further: potency means the concentration at half of the fitted maximal effect; % of control where 0% means no effect; nearly all actives have a fitted effect of over 50% in size
# HT1080 IDH1KD tx = qHTS for induction of synthetic lethality in tumor cells producing 2HG: qHTS for the HT-1080-IDH1KD cell line. Potency, µM (doses to about 46.1 µM), for the others: at the top dose activity, negative = toxicity, usual class: cytotoxic. HT-1080 IDH1 knockdown viability, ATP luminescence, 48 h. AID 686971, 2013. 360,000 compounds, 2% hits;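 further: potency means the concentration at half of the fitted maximal effect; 0% = DMSO wells and -100% = cell-free medium wells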
#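 Assay cells: HT-1080 with IDH1 knockdown, 750 per well, RPMI/5% FBS. Exposure: 48 h at 37 °C following 2 h pre-incubation. Read: CellTiter-Glo luminescence; fitted concentration-response, curve class assigned.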
# S2 tox = Viability Counterscreen for Primary qHTS for Inhibitors of ATXN expression | 400,000 compounds, 0.49% hits | AID 651635, 2014 | S2 cells (HEK-293 line with an ATXN2-luciferase reporter) viability, CellTiter-Fluor protease fluorescence, 24 h | Potency, µM (titrated, usually from 56.7 µM), actives largely listed as cytotoxic; further: potency means the concentration at half of the fitted maximal effect; nearly all actives have a fitted effect of over 40% in size
# * marks the source's active call; other numbers are inactive results; i = inactive; ? = inconclusive; . = no result given; [ ] = another dose, or the depositor's remark. Unless noted, the call rests on the fitted dose curve; in most records, active means well fitted curve in the direction sought with a large enough effect; inconclusive means small, poorly fitted or top-dose-only effect, or another doubt; inactive means no such curve, though single readings can be large; an effect the other way counts as inactive or inconclusive.
SMILES,HT1080-NT tox,KB-3-1 tox,SW480 rerep,IL1B secr inh,HepG2 viability,ATXN2 expr inh,MCF10A rerep,HT1080 IDH1KD tx,S2 tox
COc1ccc(CCn2c(=N)c(C(=O)NCc3ccco3)cc3c(=O)n4ccccc4nc32)cc1,?,-13%,14%,-54*,-5%,-38%,9.2µM*,13µM*,?
CC12CCC(=O)N1C(C(=O)NNC(=O)COc1ccc(Br)cc1)CS2 (stereo unspecified),1%,22%,2%,-5,-4%,2%,-2%,0%,i
CSc1nc2c(c(=O)[nH]1)C(c1ccc(C(F)(F)F)cc1)CC(=O)N2 (stereo unspecified),-24%,-3%,-1%,-10,12%,-5%,2%,-1%,i
COc1cccc(CCc2nnc(CCC(=O)NC(C)Cc3cccs3)o2)c1 (stereo unspecified),0%,24%,-4%,0,-15%,-19%,-3%,-1%,i
FC(F)(F)c1cc(C(F)(F)F)c2ccc(N3CCN(c4ncccn4)CC3)nc2n1,9%,-17%,1%,0,0%,?,6%,-2%,i
CCCN1C(=O)C(O)(C/C(C)=N/O)c2ccccc21 (stereo unspecified),5%,0%,3%,12,-5%,-4%,1%,3%,i
CCC(=O)Nc1cc(C)c(NC(=O)c2ccccc2OC)cn1,25%,-6%,0%,-9,-3%,52%[activator],-3%,22%,i
COC(=O)C[C@H]1C=C[C@@H](NC(=O)Cc2cccnc2)[C@@H](CO)O1,18%,11%,.,55,.,.,.,15%,.
CC1OC(c2ccccc2)OC2COC(c3ccccc3)OC12 (stereo unspecified),15%,-1%,-8%,8,-2%,2%,-6%,18%,i
O=C(NCc1ccco1)C1CCC(CNS(=O)(=O)c2cccc3cccnc23)CC1 (stereo unspecified),0%,-1%,-1%,-12,-28%,8%,7%,4%,i
CCCCN(C)CCCNC(=O)C1(O)c2ccccc2NC(=O)N1c1ccc(Cl)cc1 (stereo unspecified),7%,-1%,7%,-8,-3%,.,-3%,11%,i
COC(=O)c1c(C)nn(-c2ccccc2)c1-n1cccc1,1%,9%,-9%,40,-19%,?,?,-10%,i
CCOc1ccc(-c2nc(-c3ccncc3)no2)cc1OCC,10%,-8%,-2%,36,1%,30%,-3%,7%,i
O=S(=O)(c1ccc(S(=O)(=O)N2CCN3CCCC3C2)cc1)N1CCCC1 (stereo unspecified),-1%,-3%,-1%,-8,-21%,-7%,-1%,3%,i
CC(=O)N1c2ccccc2CC1C(=O)N1CCN(c2cc(Cl)ccc2C)CC1 (stereo unspecified),.,-6%,.,.,-2%,-17%,.,.,i
Cc1ccc(NC(=O)C(Cc2ccccc2)NS(=O)(=O)c2ccc3c(c2)oc(=O)n3C)c(Cl)c1 (stereo unspecified),.,1%,.,.,-18%,-6%,.,.,i
O=C(Nc1ccc2c(c1)OCO2)C(c1ccccc1)N1CCCCC1 (stereo unspecified),9%,10%,-1%,?,-55%,2%,-2%,-1%,i
CCOC(=O)C1CCN(C(=O)c2ccc(C)o2)CC1,9%,-1%,-4%,-1,-16%,3%,5%,16%,?
CN1CCN(C(=O)/C(=C/c2cccs2)NC(=O)c2cccs2)CC1,15%,7%,-8%,-11,11%,1%,-2%,15%,?
CCCCOc1ccc(C(=O)NCC(=O)N2CCN(C(=O)c3ccco3)CC2)cc1,7%,-6%,1%,-4,0%,0%,-4%,1%,i
N#Cc1nc(COc2ccc(Br)cc2)oc1N1CCN(Cc2ccccc2)CC1,-9%,-1%,24%,?,4%,5%,?,-14%,i
Fc1cccc(Cc2c(-c3ccc(Cl)cc3)nc3ccc(Cl)cn23)c1,-2%,-29%,.,?,-11%,35%[activator],.,-10%,i
CCS(=O)(=O)c1ncc(N(Cc2ccco2)Cc2sccc2C)c(C(=O)Nc2ccc(C)cc2C)n1,.,7%,.,.,-10%,10%,.,.,i
CCOc1ccccc1C(=O)Oc1cc(C)[nH]c(=O)c1[N+](=O)[O-],2%,1%,-7%,9,3%,0%,-1%,3%,i
CC/C(=N\NC(=O)c1c(C)nc2ccccn12)c1ccc(Cl)cc1,2%,-3%,-15%,-3,-6%,15%,-15%,-1%,i
CCCc1ccc(S(=O)(=O)N2CCN(C(=O)CN3C(=O)NC(C)(C4CC4)C3=O)CC2)cc1 (stereo unspecified),5%,-1%,.,-24,0%,.,.,10%,i
O=C(N/N=C/c1ccc(O)cc1)c1cc(C2CC2)[nH]n1,2%,-6%,-9%,-7,-2%,2%,7%,-4%,i
COc1ccc(NC(=O)c2ccc3ccccc3n2)cc1S(=O)(=O)Nc1ccccc1Cl,3%,4%,10%,9,6%,2%,16%,0%,i
CC(C)C(CCN1C(=O)CCC1=O)C1CCOC(C)(C)C1 (stereo unspecified),-3%,-3%,0%,22,-31%,13%,-3%,-4%,i
Cc1nc2ccc(S(=O)(=O)c3ccc4nc(C)[nH]c4c3)cc2[nH]1,-2%,-2%,0%,4,0%,-2%,-12%,-1%,i
CCN(CC)C(=O)C1=C(C)N(Cc2ccc(F)cc2)C(=O)C(CC(=O)NCCCCc2ccccc2)C1 (stereo unspecified),-15%,-7%,.,-17,-36%,-23%,.,-11%,?
Cc1nnc(SCC(=O)Nc2cccc(S(N)(=O)=O)c2)n1-c1ccccc1,14%,13%,0%,25,18%,2%,3%,13%,i
Cc1c(F)cccc1NC(=O)c1ccc2c(c1)CCN2S(C)(=O)=O,2%,0%,2%,-10,-59%,6%,2%,2%,i
CSc1nc(N2CCOCC2)cc(N2CCOCC2)n1,3%,-16%,-4%,14,1%,-31%[11.3 µM],4%,1%,i
CCOc1ccccc1-c1nc(C(N)=O)c2c(n1)n(-c1ccc3c(c1)OCO3)c(=O)n2C,.,4%,.,.,-6%,2%,.,.,i
CN(Cc1ccccc1)C(=O)c1ccccc1NC(=O)C1=CSCCO1,-1%,3%,-1%,6,-30%,.,-8%,0%,i
O=C(NCCc1ccc(Cl)cc1)c1ccc2ccccc2n1,-4%,?,?,-1,-15%,26%,8%,-1%,i
COC(=O)C1CCN(C(=O)COC(=O)Cc2c[nH]c3ccccc23)CC1,0%,10%,3%,13,3%,4%,5%,-4%,i
Cc1[nH]c2ccccc2c1C(=O)CSc1ccc(Cl)cc1,0%,-4%,7%,-16,0%,-22%,?,-19%,.
O=C(Cn1c(=O)n(Cc2ccco2)c(=O)c2cccnc21)Nc1ccccc1F,.,-2%,.,.,-4%,3%,.,.,i
COc1ccc(-c2nnc(NC(=O)c3c(OC)cccc3OC)s2)cc1,-6%,-22%,3%,-14,-12%,.,9%,-3%,?
CSCCC(NC(=O)C1CC1)c1nc2ccccc2[nH]1 (stereo unspecified),1%,11%,-10%,-5,-1%,5%,-1%,1%,?
CCOC(=O)c1cnc2nc(Cc3ccccc3)[nH]n2c1=O,16%,8%,2%,7,1%,0%,24%,14%,i
COC(=O)COc1ccc(=O)n(-c2ccccc2)n1,6%,-1%,0%,-1,1%,2%,0%,2%,i
CC(=O)Nc1ccc(N2CCOCC2)c(C(=O)Nc2cccc(C)c2)c1,-7%[9.24 µM],0%,-4%,-13,5%,9%,0%,8%,i
O=C(Nc1cccc(S(=O)(=O)C(F)F)c1)c1ccc(S(=O)(=O)N2CCCC2)cc1,?,0%,?,-88*,-18%,?,?,-20%,?
CCN(CC(=O)O)S(=O)(=O)c1cc(Cl)ccc1Cl,6%,16%,-1%[9.22 µM],13,8%,7%,-1%,-2%,i
CC(C)c1ccc(OCC(=O)NCCO)cc1,5%,10%,1%,-4,8%,15%,9%,15%,i
COCCNC(=S)N1CCC(C(=O)c2ccc3c(c2)OCCO3)CC1,1%,-4%,-5%,23,-3%,10%,0%,3%,i
COc1cccc(C(C(=O)NC2CCCC2)N(C(=O)c2ccco2)C2CC2)c1OC (stereo unspecified),1%,9%,3%,-1,0%,0%,12%,1%,?
Cc1ccc(-c2nc3ccccc3n2C(C(=O)NC(C)(C)C)C2CC2)cc1 (stereo unspecified),23%,4%,.,76,.,.,.,16%,.
COc1cc(/C=C/C(=O)O)ccc1OS(=O)(=O)c1c(C)c(C)cc(C)c1C,-4%,-10%,-21%,22,-27%,-13%,9%,-9%,i
COc1ccc(NC(=O)Nc2cccc3c2O[C@H](CN(C)S(=O)(=O)c2cccs2)[C@@H](C)CN([C@H](C)CO)C3=O)cc1,0%,5%,-2%,-2,-15%,-6%,-1%,-5%,i
O=C(NCc1ccccc1)c1cccnc1N1CCOCC1,3%,4%,-1%[9.22 µM],2,-3%,-3%,3%,0%,i

# Some of the entries above, set out differently:
# Second line of a record – HT1080-NT tox	KB-3-1 tox	SW480 rerep	IL1B secr inh	HepG2 viability	ATXN2 expr inh	MCF10A rerep	HT1080 IDH1KD tx	S2 tox
CCOc1ccc(-c2nc(-c3ccncc3)no2)cc1OCC
→ 10%	-8%	-2%	36	1%	30%	-3%	7%	i
CCOC(=O)C1CCN(C(=O)c2ccc(C)o2)CC1
→ 9%	-1%	-4%	-1	-16%	3%	5%	16%	?
O=C(NCCc1ccc(Cl)cc1)c1ccc2ccccc2n1
→ -4%	?	?	-1	-15%	26%	8%	-1%	i
CN(Cc1ccccc1)C(=O)c1ccccc1NC(=O)C1=CSCCO1
→ -1%	3%	-1%	6	-30%	.	-8%	0%	i
COC(=O)C[C@H]1C=C[C@@H](NC(=O)Cc2cccnc2)[C@@H](CO)O1
→ 18%	11%	.	55	.	.	.	15%	.
